Screens deposited in PubChem BioAssay by The Scripps Research Institute Molecular Screening Center.
M4 antag: CHRM4 antagonism in calcium assay; AID 624125; P08173; inhibition, % at 3 µM; CHO-hM4 cells, ACh EC80, Fluo-8 calcium fluorescence; 360,000 compounds, 0.73% hits;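 active means inhibition above its plate's cutoff, the mean inhibition of sample wells plus 3 SD, cut at about 27% in these data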;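 further: 0% = acetylcholine EC80 with DMSO and 100% = DMSO without agonist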
Target sequence (P08173 whole entry, looked up): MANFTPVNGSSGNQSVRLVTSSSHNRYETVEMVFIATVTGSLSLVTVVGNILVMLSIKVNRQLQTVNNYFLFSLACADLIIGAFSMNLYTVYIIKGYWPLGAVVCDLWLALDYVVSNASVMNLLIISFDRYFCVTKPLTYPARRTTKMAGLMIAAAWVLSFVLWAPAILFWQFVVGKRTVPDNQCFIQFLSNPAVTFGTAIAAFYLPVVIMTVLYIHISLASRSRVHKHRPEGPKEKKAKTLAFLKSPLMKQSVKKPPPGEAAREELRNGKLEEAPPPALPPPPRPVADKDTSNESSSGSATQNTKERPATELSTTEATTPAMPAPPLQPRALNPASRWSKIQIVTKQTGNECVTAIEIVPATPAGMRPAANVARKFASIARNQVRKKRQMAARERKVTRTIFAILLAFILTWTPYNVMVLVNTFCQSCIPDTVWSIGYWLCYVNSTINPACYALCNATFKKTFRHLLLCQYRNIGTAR
M5 ag: CHRM5 agonism in calcium assay; P08912; CHO-K1 hM5 cells, Fluo-8 calcium fluorescence; 0% DMSO wells, 100% maximal acetylcholine response; activation, % at 3 µM; 360,000 compounds, 0.19% hits;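 active means activation above the run's mean over test compounds plus 3 SD, cut at about 23% in these data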;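 further: signal is peak over basal fluorescence ratio across the kinetic read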
Target sequence (P08912 whole entry, looked up): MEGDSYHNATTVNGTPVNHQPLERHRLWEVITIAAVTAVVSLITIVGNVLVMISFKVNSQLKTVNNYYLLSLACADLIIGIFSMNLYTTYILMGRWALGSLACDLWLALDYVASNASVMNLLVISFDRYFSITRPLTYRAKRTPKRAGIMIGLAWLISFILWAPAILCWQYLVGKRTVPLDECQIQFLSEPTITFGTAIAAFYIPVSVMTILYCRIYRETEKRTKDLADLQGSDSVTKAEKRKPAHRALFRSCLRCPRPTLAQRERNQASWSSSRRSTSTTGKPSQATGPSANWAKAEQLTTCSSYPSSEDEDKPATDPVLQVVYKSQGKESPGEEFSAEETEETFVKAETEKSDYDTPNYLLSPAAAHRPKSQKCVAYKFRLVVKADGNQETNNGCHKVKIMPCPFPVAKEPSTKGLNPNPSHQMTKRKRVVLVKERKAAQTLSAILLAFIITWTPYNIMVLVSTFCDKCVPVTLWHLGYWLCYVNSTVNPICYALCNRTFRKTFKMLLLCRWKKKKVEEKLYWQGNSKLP
CHRM4 PAM: CHRM4 positive allosteric modulation | CHO-K1 hM4/Gqi5, Fluo-8 calcium fluorescence, ACh EC20; 0% = ACh EC20, 100% = maximal ACh | activation, % at 3 µM | 360,000 compounds, 0.4% hits;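 active means activation above its plate's cutoff, the mean activation of sample wells plus 3 SD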; further: some results filed as inactive read as strong as hits
M1 ag parental: nonselective activator or artifact in parental CHO-K1 cells. activation, % at 3 µM. 360,000 compounds, 0.48% hits. Fluo-8 calcium fluorescence; scaled to maximal ATP response, vehicle zero; in the data active means activation above about 15%;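 further: untransfected CHO-K1 host cells lacking M1 receptor as counterscreen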
CHO-K1 Ca antag: counter-screen for M1 antagonists: effect in parental CHO-K1 cells; ATP-induced calcium, Fluo-8 fluorescence; inhibition, % at 3 µM; 360,000 compounds, 0.6% hits; AID 602250;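 active means inhibition above a per-plate cutoff, the plate's mean sample inhibition plus 3 SD, cut at about 24% in these data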;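 further: 0% = DMSO plus EC80 ATP and 100% = DMSO alone without ATP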
M1 PAM parental: nonselective activator or artifact in parental CHO-K1 calcium assay; ATP EC20, Fluo-8 calcium fluorescence; 0% at ATP EC20, 100% at ATP max; activation, % at 3 µM; 360,000 compounds, 0.02% hits; AID 602247;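 active means activation above the run cutoff, the mean activation of all test compounds plus 3 SD, cut at about 40% in these data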;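 further: peak over basal fluorescence ratio in a 140 s read after ATP addition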
CHRM5 antagonist: blocks acetylcholine activation of human M5 receptor | CHO-hM5 cells, Fluo-8 calcium fluorescence, ACh EC80 | inhibition, % at 3 µM | 360,000 compounds, 0.59% hits;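 active means inhibition above a per-plate cutoff, the mean of that plate's test compounds plus 3 SD, cut at about 27% in these data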;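 further: 0% = acetylcholine EC80 with DMSO and 100% = DMSO without agonist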
M5 PAM: CHRM5 positive allosteric modulation; 360,000 compounds, 0.3% hits; CHO-K1 hM5, Fluo-8 calcium, ACh EC20 PAM; 0% = ACh EC20, 100% = ACh EC100; AID 624038; activation, % at 3 µM; P08912;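 active means activation above the run cutoff, the mean activation of all test compounds plus 3 SD, cut at about 18% in these data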
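System: CHO-K1 cell line with stable human muscarinic M5 receptor expression | Also added: EC20 acetylcholine as agonist stimulus | Compound: One concentration, 3 µM final (nominal) | Timing: Fluo-8 loading 80 min at 37 °C plus 30 min room temperature | Measured by: Fluo-8 calcium dye fluorescence, kinetic read | Read-out basis: % activation, ACh-normalized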
M4 ag: agonists of human muscarinic M4 receptor (CHRM4) | P08173 | activation, % at 3 µM | CHO-K1 hM4/Gqi5, Fluo-8 calcium fluorescence; vehicle 0%, full acetylcholine response 100% | 360,000 compounds, 0.14% hits;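 active means activation above the run mean over all test wells plus 3 SD, cut at about 32% in these data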;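 further: peak over basal fluorescence ratio per well then scaled between controls; 0% = DMSO wells and 100% = acetylcholine at EC100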
Numbers without * were called inactive.

SMILES | M4 antag | M5 ag | CHRM4 PAM | M1 ag parental | CHO-K1 Ca antag | M1 PAM parental | CHRM5 antagonist | M5 PAM | M4 ag
NS(=O)(=O)c1ccc(NC(=O)CSc2nc(Nc3ccccc3)nc(N3CCOCC3)n2)cc1 | -1 | -3 | -1 | 0.0 | 1 | -6 | 2 | 1 | 0
Cc1ccc(C(=O)CSc2ncnc3sc4c(c23)CCCC4)cc1 | -4 | -2 | 8 | 0.0 | 14 | -12 | 7 | -3 | 0
COc1nc(N)nc(N)c1NS(=O)(=O)c1ccc(C)cc1 | -10 | -1 | 7 | 0.7 | -4 | 8 | -7 | 7 | 1
CCNC(=S)Nc1ccc(Cl)cc1Cl | 5 | -1 | 3 | 0.7 | 14 | 10 | -1 | -2 | 0
Fc1ccccc1Nc1nc2ccccc2n2nnnc12 | 5 | -1 | -10 | 0.8 | 7 | 2 | 2 | -6 | 2
CSc1nc(C)cc(Oc2ccc(OCCOc3ccccc3)nn2)n1 | 1 | -1 | -1 | 1.9 | -8 | -3 | 6 | 1 | 1
COc1ccc(-c2c(-c3cc(OC)cc(OC)c3)n(C)c3ccc(-c4cnc(N)nc4)cc23)cc1 | 12 | 2 | 4 | 0.8 | -14 | 11 | 14 | -5 | 1
O=C(CSc1nc2ccc(Cl)cc2[nH]1)c1c[nH]c2ccccc12 | 7 | 0 | -13 | 4.3 | -14 | 4 | 17 | -13 | 5
CCOc1ccc(NC(=O)CN2CCc3ccccc3C2)cc1 | -20 | 0 | 4 | 1.9 | -21 | 25 | 3 | 0 | 1
CS/C(=N\S(=O)(=O)c1cccs1)Nc1ccc(Cl)cc1 | -1 | -2 | 6 | 2.0 | -10 | 13 | 9 | -6 | 2
O=C(NCc1ccc(Cl)cc1)c1ccccc1Oc1ccccc1 | -2 | -12 | -6 | 0.1 | -19 | 12 | 4 | -3 | -1
O=C(CSc1ncn[nH]1)Nc1ccc(Cl)c(S(=O)(=O)N2CCOCC2)c1 | -11 | -4 | 2 | 0.4 | -14 | -3 | 4 | -2 | 0
CCOc1ccccc1NC(=O)CN1CCc2ccccc2C1 | 2 | 0 | -5 | 5.5 | -14 | 32 | 6 | 1 | 0
COc1ccc(N2CCN(CC(O)COC(c3ccccc3)c3ccccc3)CC2)cc1 (centres undefined) | -2 | -6 | -8 | 2.0 | -1 | 11 | 2 | -7 | 3
CCC(C)c1ccccc1N1CC(C(=O)Nc2ccccc2N2CCCC2)CC1=O (centres undefined) | 9 | 3 | -5 | 2.9 | -7 | 18 | 8 | 3 | 5
COc1cc(C(=O)Nc2nc(-c3ccc(F)cc3)cs2)ccc1OCC(=O)N1CCOCC1 | -6 | 14 | -10 | 8.4 | -3 | 2 | -3 | -13 | 19
Cc1cccc(Nc2nc(N)c([N+](=O)[O-])c(N3CC(C)CC(C)C3)n2)c1 (centres undefined) | -15 | -1 | 7 | 3.8 | -3 | 6 | -4 | -6 | -1
O=C(Nc1cccc2ccccc12)C1CCN(C(=O)Cc2ccccc2)CC1 | -15 | 0 | 7 | 1.1 | -6 | 5 | -6 | -2 | 2
C#CCCc1cscc1/C=[N+](\[O-])c1ccc(C(=O)OCC)cc1 | 7 | 2 | 1 | -0.5 | 3 | -11 | 12 | -2 | 0
CCN(CC)S(=O)(=O)c1cccc(-c2nnc(-c3ccc(C)cc3)o2)c1 | 2 | -1 | 1 | 0.5 | -7 | 12 | 6 | -1 | 0
COc1ccc(-c2nc3n(n2)C(c2ccccc2Cl)C(C(N)=O)=C(C)N3)cc1 (centres undefined) | -9 | 1 | -1 | -0.6 | 5 | -6 | 5 | -4 | 1
CCCNC(=O)N(CCOC)CC1CCCN(C2Cc3ccccc3C2)C1 (centres undefined) | 1 | -6 | 3 | 1.4 | -6 | 8 | 12 | -3 | 0
CN(C)CCCN(C(=O)c1ccc(S(=O)(=O)N2CCOCC2)cc1)c1nc2ccc(F)cc2s1 | 4 | -9 | 4 | 2.1 | -5 | 13 | 7 | -15 | 3
CNc1nc(-c2c(C)[nH]c3ccc(OC)cc23)cs1 | -19 | -3 | -2 | -0.3 | 2 | -4 | 2 | 11 | 2
CC1CC(C)CN(S(=O)(=O)c2ccc(NC(=O)CN3C(=O)NC(C)(c4ccccc4)C3=O)cc2)C1 (centres undefined) | 10 | -1 | 4 | 0.6 | -18 | 7 | 9 | 3 | 2
Cc1ccc2[nH]c(=O)c3cc(C(=O)NCC4CCCO4)sc3c2c1 (centres undefined) | 6 | 0 | 9 | 1.1 | -8 | 22 | -8 | -3 | 1
CCn1c(SCC(=O)N2CCN(c3ccccc3F)CC2)nnc1-c1ccoc1C | 6 | -3 | -2 | 0.9 | -12 | 12 | -6 | 1 | 1
COc1cccc(C(=O)N2CCN(C3CCCCC3)CC2)c1 | 8 | -8 | 1 | -0.3 | 11 | 6 | 6 | -2 | 0
O=[N+]([O-])c1ccc(/C=N/Nc2nc(N3CCCCC3)nc(N3CCCCC3)n2)cc1 | 0 | -5 | -8 | -0.3 | 9 | -13 | -9 | -5 | 0
O=C(Oc1cccc(-n2cnnn2)c1)c1sc2ccccc2c1Cl | -2 | 1 | 9 | 0.6 | -4 | 23 | -6 | 0 | 0
Cc1ccc(N(CC(=O)NCC2CCCO2)C(=O)CNS(=O)(=O)c2ccc(Cl)cc2)cc1 (centres undefined) | -3 | -1 | -2 | 0.5 | 7 | -7 | -3 | -1 | 2
COc1ccc(NC(=O)C2CCN(S(=O)(=O)c3ccc(Cl)c(C(F)(F)F)c3)CC2)cn1 | -8 | -1 | 0 | 0.3 | 2 | 2 | 4 | 0 | 1
Cc1nnc(-c2cnn(C)c2N)n1Cc1ccc(Cl)cc1 | -4 | -5 | 1 | 0.0 | -11 | 18 | 13 | -12 | 1
CC1CCN(C(=O)C(=O)c2cn(CC(=O)N3CCCC3)c3ccccc23)CC1 | 2 | -6 | 0 | 0.4 | 2 | 4 | 17 | -1 | 0
O=C(Nc1cccc(S(=O)(=O)NC2=NCCC2)c1)c1cn(-c2ccccc2)nc1-c1ccc(F)cc1 | 13 | 5 | -3 | 5.1 | -13 | 13 | 10 | -8 | 22
CCOc1ccc2nc(S(=O)(=O)NC(=O)C3(C)CCN3C(=O)CCc3cccs3)sc2c1 (centres undefined) | -9 | 0 | 1 | 0.6 | -8 | -1 | 10 | -2 | 1
C=CCNc1nc2ccccc2nc1NS(=O)(=O)c1ccc(Cl)cc1 | -3 | -2 | -3 | 3.2 | -5 | -4 | 11 | -9 | 5
Cc1ccc(CNc2ccc(CNc3ncn[nH]3)cc2)cc1 | 3 | 1 | 1 | -0.1 | -23 | 5 | -3 | 2 | 1
Cc1cc(/C=C(\C#N)C(=O)NC2CC2)c(C)[nH]1 | -5 | 1 | -3 | 0.5 | -4 | 19 | -6 | 0 | 1
COc1ccc(N2CCN(C(=O)c3ccc(SC)cc3OC)CC2)cc1 | 5 | 4 | 4 | 5.0 | -9 | 24 | -4 | 6 | 6
CCOC(=O)N1CCN(C(=O)c2ccc3nc(N4CCCCC4)sc3c2)CC1 | -5 | 4 | 4 | -0.8 | -8 | -1 | -6 | -4 | -1
O=C(Nc1cnc2ccccn2c1=O)c1ccc(Cl)cc1 | -3 | 1 | -2 | -0.2 | -10 | -5 | -1 | -5 | -1
COc1ccc(Cl)cc1N1CC(C(=O)Nc2nccs2)CC1=O (centres undefined) | 10 | 1 | 1 | 1.2 | -4 | 11 | 3 | -1 | 2
COc1ccc(OCCNC(=O)c2cccc(Oc3ccc(C(F)(F)F)cc3[N+](=O)[O-])c2)cc1 | 7 | -3 | -15 | -0.2 | 25* | -15 | 5 | -11 | 3
CS(=O)(=O)/C(C#N)=C/c1cccn1S(=O)(=O)c1ccc([N+](=O)[O-])cc1 | 1 | 1 | 6 | 0.2 | 19 | -12 | 7 | -3 | 2
O=C(NC1CCCCCCC1)C1CCC(CNc2c(N3CCCC3)c(=O)c2=O)CC1 (centres undefined) | -7 | 0 | 6 | 1.3 | -1 | 14 | -2 | -4 | 0
CC(=O)Nc1ccc(CN2CCN(c3cccc(C(F)(F)F)c3)CC2)cc1 | -4 | 0 | 8 | 0.0 | 2 | 3 | 3 | 8 | 2
O=[N+]([O-])c1ccc(O)c(/C=N/n2cnc3ccccc32)c1 | -4 | 4 | 1 | 3.8 | -2 | 9 | 2 | -3 | 5
CC(C)c1ccc(/C=C(\NC(=O)c2ccccc2)C(=O)NCCCN2CCOCC2)cc1 | -5 | -8 | 0 | 0.9 | -4 | -12 | 7 | 4 | 2
CCCCC(=O)Nc1nnc(SCC(=O)NC2CC2)s1 | -2 | -4 | -6 | 1.3 | -15 | -13 | 2 | 0 | -1
COc1ccc(NC(=O)C(=O)N2N=C3CCCCC3C2(O)C(F)(F)F)cc1 (centres undefined) | -4 | -6 | -6 | 0.5 | -7 | 9 | -5 | -2 | 0
CC(Sc1n[nH]c(N)n1)C(=O)Nc1ccc(Cl)cn1 (centres undefined) | -4 | -1 | 14 | 0.6 | -7 | 15 | -10 | 18 | -1
O=C(CN1C(=O)S/C(=C\c2cccs2)C1=O)Nc1ccc(O)c(C(=O)O)c1 | -7 | 1 | -2 | -0.6 | -16 | 2 | 6 | -3 | -3
Cc1ccc(-n2nc3c(=O)n(C(C)C(=O)NCCc4cccs4)nc(C)c3c2C)cc1 (centres undefined) | -8 | -4 | -4 | 3.1 | -7 | 16 | -3 | -2 | 4
CCOCCOC(=O)c1[nH]c2c(c1C)C(=O)CC(c1ccc(OC)c(OC)c1)C2 (centres undefined) | -9 | 4 | -7 | 14 | -8 | -6 | 5 | -17 | 12
CC1=CC(=O)Nc2cncnc2N1 | -5 | 5 | -1 | 0.5 | 0 | 7 | 10 | 4 | 0
C[C@H](NC(=O)c1cc2c([nH]c3ccccc32)c(-c2ccccc2)n1)C(=O)O | -1 | -3 | 5 | -0.2 | -6 | 3 | 11 | -4 | 0
Cc1c(-c2nc(N)nc(Nc3ccccc3F)n2)oc2ccccc12 | -4 | 2 | 9 | 0.2 | -8 | 9 | -2 | -4 | -2
COc1cc(NC(=O)NS(=O)(=O)c2ccc(C)cc2)cc(OC)c1 | 5 | -1 | -2 | 0.1 | -7 | 9 | -2 | 1 | 1
Cn1c(CNC(=O)c2ccccc2F)nnc1SCC(=O)N1CCN(c2ccccc2)CC1 | -5 | -1 | 9 | -0.2 | 6 | -6 | 10 | 17 | 2
CCOc1ccc(C2=Nn3c(nnc3-c3ccccn3)SC2)cc1 | 11 | -3 | -1 | -0.3 | -3 | 13 | -1 | 1 | -1

Three compounds already listed, ordered by formula weight, falling.
SMILES | M4 antag | M5 ag | CHRM4 PAM | M1 ag parental | CHO-K1 Ca antag | M1 PAM parental | CHRM5 antagonist | M5 PAM | M4 ag
O=C(CN1C(=O)S/C(=C\c2cccs2)C1=O)Nc1ccc(O)c(C(=O)O)c1 | -7 | 1 | -2 | -0.6 | -16 | 2 | 6 | -3 | -3
CCOCCOC(=O)c1[nH]c2c(c1C)C(=O)CC(c1ccc(OC)c(OC)c1)C2 (centres undefined) | -9 | 4 | -7 | 14 | -8 | -6 | 5 | -17 | 12
CC(Sc1n[nH]c(N)n1)C(=O)Nc1ccc(Cl)cn1 (centres undefined) | -4 | -1 | 14 | 0.6 | -7 | 15 | -10 | 18 | -1
